E-selectin induc: E-selectin induction on HUVECs. P16581. HUVEC E-selectin immunofluorescence imaging; normalized: neutral wells 0, TNF-alpha wells 100. activation, % at 7.58 µM. 260,000 tested, 0.37% active;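 active means mean E-selectin-positive cell signal at least 10% of the positive control, reached in at least 60% of replicates, without over 20% cell loss; inconclusive means no rule given, readout overlaps actives, possibly toxicity-flagged; inactive means the rest, including those meeting only one limit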;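 further: in these data hits start at about 27%; measured in HUVEC primary endothelial cells; signal is the percent of cells scored E-selectin positive by PE staining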
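assay system = HUVEC, human umbilical vein endothelial cells | input = 3,000 HUVEC seeded per well | medium = EGM-2 growth medium on 0.1% gelatin-coated wells | dosing = one compound dose added by pin transfer | signal = immunofluorescence imaging | read-out basis = % PE-positive cells | control set = TNF-alpha, DMSO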
FN deposit inh: fibronectin deposition inhibition; AH1F fibroblasts, Alexa488-fibronectin deposition fluorescence, overnight; inhibition, % at 12.6 µM; 350,000 tested, 0.086% active;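 active means mean inhibition across replicates of 30% or more, regardless of how many single replicates reach that level; inconclusive means mean under 30% yet at least half of replicates reach 30%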;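 further: positive control wells lacked labelled fibronectin entirely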
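Material: AH1F fibroblast monolayer depositing Alexa488-labelled fibronectin into matrix | Input: 10000 AH1F cells/well | Medium: DMEM plus 2% serum, read in PBS | Reagent: Alexa488-fibronectin, 24 nM final in well | Compound dosing: One dose per compound, pinned | Schedule: 1 h adhesion, overnight exposure | Measured by: Fluorescence at 485 nm excitation, 525 nm emission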
XiGFP reactiv: reactivates the inactive X chromosome in mouse fibroblasts; XiGFP mouse fibroblasts, % GFP-positive cells imaging, 3 d; cells co-treated with 5-aza-dC sensitizer; scaled so ellipticine positive control = 100%; activation, % at 7.58 µM; 360,000 tested, 0.055% active;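 active means mean normalized replicate activation at least 10% and every replicate at or above 10%; inconclusive means only one of the two criteria met; inactive means mean below 10% and not all replicates reach 10%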;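 further: 0% = median of on-plate neutral control wells and 100% = ellipticine 6 µM median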
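Schedule: 3 d treatment, 15 min room-temperature fixation; system: 68-5-11 XiGFP fibroblast line; buffer or medium: DMEM plus 5-aza-dC sensitizer; control set: ellipticine 6 µM positive control; compound: one concentration, pinned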
RAD54 branch: inhibitors of human RAD54 branch migration | RAD54 Holliday junction branch migration, FAM/BHQ fluorescence | inhibition, % at 10.4 µM | 360,000 tested, 0.14% active;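 active means mean normalized replicate activity at least 40 and at least half of replicates scoring 40 or more; inconclusive means only one of the two criteria met; inactive means mean below 40 and under half of replicates reaching 40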;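 further: 0% = median of neutral control wells and 100% = median of positive control wells; inhibitors cause a drop in the FAM fluorescence signal; in these data hits start at about 50%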
Target sequence (Q92698 whole entry, looked up): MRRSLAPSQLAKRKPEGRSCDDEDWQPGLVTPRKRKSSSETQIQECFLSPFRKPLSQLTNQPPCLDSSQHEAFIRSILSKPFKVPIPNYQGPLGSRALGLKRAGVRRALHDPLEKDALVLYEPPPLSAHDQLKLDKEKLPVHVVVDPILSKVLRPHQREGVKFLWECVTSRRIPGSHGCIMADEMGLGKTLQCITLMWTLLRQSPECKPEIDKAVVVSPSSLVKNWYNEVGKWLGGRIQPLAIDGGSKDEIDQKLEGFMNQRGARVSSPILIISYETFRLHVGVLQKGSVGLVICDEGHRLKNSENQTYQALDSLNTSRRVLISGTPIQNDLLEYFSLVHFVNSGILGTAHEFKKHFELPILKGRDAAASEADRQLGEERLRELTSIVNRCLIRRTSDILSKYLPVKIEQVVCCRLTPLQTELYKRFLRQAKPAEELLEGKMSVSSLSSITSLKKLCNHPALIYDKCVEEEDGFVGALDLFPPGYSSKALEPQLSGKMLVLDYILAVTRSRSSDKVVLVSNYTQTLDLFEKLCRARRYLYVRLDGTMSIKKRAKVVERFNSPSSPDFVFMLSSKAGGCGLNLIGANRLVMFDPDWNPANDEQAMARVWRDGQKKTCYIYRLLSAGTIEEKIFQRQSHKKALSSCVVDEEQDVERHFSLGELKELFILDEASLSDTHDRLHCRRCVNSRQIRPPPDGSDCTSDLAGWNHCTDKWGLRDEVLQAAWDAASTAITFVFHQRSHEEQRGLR
EWS-Fli inh: blocks EWS/Fli oncoprotein-driven transcription. inhibition, % at 12.6 µM. A673 NR0B1-luciferase reporter, viability-normalised. 350,000 tested, 0.67% active. AID 651661;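 active means mean inhibition of at least 50% after viability correction, with every replicate also passing that limit; inconclusive means mean reaches 50% but only one of two replicates passes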;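 further: firefly luciferase signal divided by Alamar Blue viability fluorescence both relative to DMSO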
S100A4 inh HTS: blocks human S100A4 binding to myosin IIA peptide | P26447 | AID 652163 | inhibition, % at 10.7 µM | S100A4/TAMRA-MyoIIA peptide fluorescence polarization | 360,000 tested, 0.14% active;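 active means mean inhibition of at least 70% across replicates, with every replicate also reaching that level; inconclusive means mean inhibition reaches 70% but some replicates fall short; inactive means mean inhibition below 70%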
Target sequence (P26447 whole entry, looked up): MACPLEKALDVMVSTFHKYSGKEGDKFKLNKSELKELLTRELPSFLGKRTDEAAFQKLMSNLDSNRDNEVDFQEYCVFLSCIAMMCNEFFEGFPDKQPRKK
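Material: S100A4 monomer protein / Buffer or medium: 50 mM HEPES pH 7.2, 10 mM CaCl2, 100 mM KCl / Times: 5 min incubation before reading / Benchmarks: neutral control DMSO, positive control TFP / Reagent: labelled myosin peptide probe, 5 nM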
esBAF inh: SWI/SNF esBAF complex inhibition; reporter increase, % at 12.5 µM; 350,000 tested, 2% active; mouse ES cells, Bmi1-luciferase knock-in reporter, 24 h; 100% = twice the neutral-well signal; AID 602393; in the data active means activation above about 40%; inconclusive means no clear call, values can overlap the other calls;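 further: 0% = median of the plate's neutral control wells and 100% = double that signal; a rise in the Bmi1 reporter signal indicates esBAF inhibition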
RAD52 anneal inh: inhibitors of human RAD52 DNA annealing; P43351; recombinant RAD52 DNA annealing, FRET fluorescence; inhibition, % at 18.7 µM; 360,000 tested, 0.46% active; AID 651710;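 active means every replicate showing at least 50% inhibition; inconclusive means mean inhibition at least 50% but not in every replicate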
The depositor's hits bear a star; ? = inconclusive; nt = not tested or not shown; & = joins results of further samples.

SMILES	E-selectin induc	FN deposit inh	XiGFP reactiv	RAD54 branch	EWS-Fli inh	S100A4 inh HTS	esBAF inh	RAD52 anneal inh
N/C(CC(=O)Nc1ccc(F)cc1F)=N\OC(=O)c1cccs1	nt	-2	0.0	nt	7	-2	nt	-21
OC[C@H]1[C@@H](c2ccc(-c3ccc(F)cc3)cc2)[C@H]2CN(CCC(F)(F)F)CCCCN21	0.4	nt	0.0	-10	nt	0	nt	-11
CCN1C(=O)c2ccccc2S(=O)(=O)c2ccc(C(=O)NCc3cccnc3)cc21	-0.2	-14	0.1	13	4	-3	-45	1
COc1ccc(CN(C)C[C@@H]2OCCCC[C@@H](C)Oc3ccc(NS(=O)(=O)c4ccccc4)cc3C(=O)N([C@H](C)CO)C[C@H]2C)cc1	-0.2	-8	0.8	0	2	-1	-4	10
Cc1noc(C)c1NC(=O)N(C)C[C@H]1Oc2ccc(NC(=O)Nc3ccc4c(c3)OCO4)cc2C(=O)N([C@H](C)CO)C[C@@H]1C	8.0&0.1	-3	0.2&0.0	4&3	-25&-2	13&15	10&-2	1&-7
O=C(Nc1ccccc1N1CCCC1)C1CCN(S(=O)(=O)c2ccccc2)CC1	-2.1	2	0.0	nt	5	-5	11	-13
C[C@H](CO)N1C[C@H](C)[C@@H](CN(C)CC2CC2)Oc2ccc(NC(=O)Cc3cn(C)c4ccccc34)cc2CC1=O	-0.1	nt	0.2	6	15	9	-4	27
Cc1noc(C)c1S(=O)(=O)Nc1ccc2c(c1)CC(=O)N([C@H](C)CO)C[C@H](C)[C@H](CN(C)C(=O)Nc1ccc(F)cc1)O2	-35	3	-0.1	-4	21	0	-3	-9
O=C1CCN(CCCN2CCC(=O)NC2=S)C(=S)N1	0.0	6	0.2	1	-13	2	7	7
Cc1ccnc(NC2c3ccccc3C(=O)N2Cc2ccccc2Cl)c1 (stereo not given)	nt	-1	-0.1	0	2	5	1	-10
C/C(=N\NC(=S)NCc1ccccc1)c1ccc(C(C)(C)C)cc1	4.0	-4	-0.5	-3	-22	9	1	-5
CC1=CC(C)(C)N2C(=O)C3(C(C#N)=C(N)OC4=C3C(=O)CC(C)(C)C4)c3c(C)c(C)cc1c32 (stereo not given)	nt	nt	nt	-16	3	0	-3	-20
O=C(c1cc(Br)c(Br)s1)N1CCc2ccccc2C1	0.3	5	0.0	12	-19	-6	42*	-21
CCn1nc(C(=O)NNC(=O)c2ccccc2)c2ccccc2c1=O	nt	-5	0.2	-17	-5	-13	46*	-19
Cc1ccccc1C(=O)NC1CC2CCCC(C1)N2CC(C)C (stereo not given)	-1.5	nt	0.2	7	-2	-2	-3	17
CC(=O)Nc1cccc(NC(=O)Cc2nc(-c3ccccc3)sc2-c2ccc(C)cc2)c1	nt	-3	0.0	nt	-30	-2	nt	-12
Nc1sc(-c2ccccc2)c(Cc2ccccc2)c1C(=O)O	nt	-8	0.0	nt	2	-1	nt	-24
COc1ccc(S(=O)(=O)N(C)C[C@@H]2OCCCC[C@H](C)Oc3ccc(NC(=O)NC4CCCCC4)cc3C(=O)N([C@@H](C)CO)C[C@H]2C)cc1	nt	-17	-0.1	4	2	-2	-5	-18
Cc1cc(C)c(NC(=O)CNC(=O)c2cc([N+](=O)[O-])ccc2N2CCOCC2)c(C)c1	0.1	8	-0.1	nt	1	-3	nt	-5
N#CCCN(C(=O)COc1ccc(Cl)cc1Cl)c1ccccc1	nt	8	0.0	4	-11	0	nt	-10
Clc1ccc(CCNc2ncnc3nc[nH]c23)cc1	0.3	2&2	0.1	5	-21	2&11	28	-9
O=C1N=C(N2CCc3ccccc3C2)S/C1=C\c1ccc(O)cc1	nt	-3	-0.4	-7	3	9	-1	-4
O=[N+]([O-])c1ccc(N=Cc2c(O)ccc3ccccc23)cc1	8.7	-2	0.1	-2	10	-1	5	-4
CCc1ccc([C@@H]2C[C@H]3[C@@H](CN2S(=O)(=O)c2ccc(C)cc2)C(=O)C[C@@H](c2ccc(Cl)cc2)N3S(=O)(=O)c2ccccc2C)cc1	-0.2	4	0.5	2	-5	1	0	-6
Cc1cc(N2CCNC[C@@H]2C)ccc1N1C[C@@H](C)O[C@@H](C)C1	0.1	-5	0.1	nt	-7	-17	nt	-3
COc1ccc2c(ccn2S(=O)(=O)c2ccccc2)c1	nt	-7	0.0	1	10	-4	-1	8
CC(c1ccon1)N(C)C(=O)c1cccc(OC2CCN(S(C)(=O)=O)CC2)c1 (stereo not given)	nt	0	0.0	-8	-4	23	8	-5
CCCN(C)C[C@H]1OCCCC[C@H](C)Oc2ccc(NS(C)(=O)=O)cc2C(=O)N([C@H](C)CO)C[C@H]1C	0.1	nt	-1.1	nt	-11	nt	-1	nt
CCOc1ccc(NC(=O)CCNC(=O)Cn2cnc3ccccc3c2=O)cc1	nt	18	0.0	1	2	-3	-2	0
CC(C)[C@@H](C(=O)NC1CCN(Cc2ccccc2)CC1)N1C(=O)N2CCc3c([nH]c4ccccc34)[C@@]2(C)C1=O	nt	nt	nt	2	4	-6	3	-22

Exported bar-delimited: part of the list above
Molecule | E-selectin induc | FN deposit inh | XiGFP reactiv | RAD54 branch | EWS-Fli inh | S100A4 inh HTS | esBAF inh | RAD52 anneal inh
Cc1cc(C)c(NC(=O)CNC(=O)c2cc([N+](=O)[O-])ccc2N2CCOCC2)c(C)c1 | 0.1 | 8 | -0.1 | nt | 1 | -3 | nt | -5
CC(c1ccon1)N(C)C(=O)c1cccc(OC2CCN(S(C)(=O)=O)CC2)c1 (stereo not given) | nt | 0 | 0.0 | -8 | -4 | 23 | 8 | -5
CC(=O)Nc1cccc(NC(=O)Cc2nc(-c3ccccc3)sc2-c2ccc(C)cc2)c1 | nt | -3 | 0.0 | nt | -30 | -2 | nt | -12
COc1ccc(S(=O)(=O)N(C)C[C@@H]2OCCCC[C@H](C)Oc3ccc(NC(=O)NC4CCCCC4)cc3C(=O)N([C@@H](C)CO)C[C@H]2C)cc1 | nt | -17 | -0.1 | 4 | 2 | -2 | -5 | -18
CCOc1ccc(NC(=O)CCNC(=O)Cn2cnc3ccccc3c2=O)cc1 | nt | 18 | 0.0 | 1 | 2 | -3 | -2 | 0
CCc1ccc([C@@H]2C[C@H]3[C@@H](CN2S(=O)(=O)c2ccc(C)cc2)C(=O)C[C@@H](c2ccc(Cl)cc2)N3S(=O)(=O)c2ccccc2C)cc1 | -0.2 | 4 | 0.5 | 2 | -5 | 1 | 0 | -6

(continued)
SMILES	E-selectin induc	FN deposit inh	XiGFP reactiv	RAD54 branch	EWS-Fli inh	S100A4 inh HTS	esBAF inh	RAD52 anneal inh
O=C(CCC(=O)Nc1cccnc1)Nc1cccnc1	1.2	-4	?	nt	6	2	nt	-10
CCC(C)NS(=O)(=O)c1ccc(OCC(=O)NCc2ccc(OC)cc2)cc1 (stereo not given)	1.2	-6	0.0	nt	7	-4	nt	-7
COc1ccc(OC)c2c1cc(C(=O)N[C@@H](Cc1ccccc1)C(=O)O)n2C	nt	-2	-0.1	-10	0	-2	3	-21
O=C(N/N=C/c1cc(Br)c(O)c(Br)c1O)c1cccnc1	nt	-1	0.1	-11	5	-3	-1	-31
CCOC(=O)c1ccc(NC(=O)c2ccc(NC(=O)C3CCCO3)cc2)cc1 (stereo not given)	nt	-1	0.1	3	-5	-6	4	-10
COc1cccc(N2CCN(CC(=O)Nc3nc(C)c(C(=O)N(C)C)s3)CC2)c1	nt	2	0.3	2	7	12	11	9
COc1ccc2c3c(n(C)c2c1)[C@@H](CO)N(C)CC31CN(C(=O)c2ccccc2F)C1	-0.3	nt	0.2	nt	-7	3	nt	11
COc1ccc(NC(=O)N(C)C[C@@H]2OCc3cn(nn3)CCCC(=O)N([C@H](C)CO)C[C@@H]2C)cc1	0.0	-1	-0.5	nt	-2	nt	0	nt
O=C(Cc1ccncc1)N1CC(=O)N2[C@H](C1)[C@H](c1ccc(C3=CCCC3)cc1)[C@@H]2CO	-0.1	nt	0.0	nt	-13	-8	nt	-19
O=c1ccnc(Nc2ccc3c(c2)OCCO3)[nH]1	nt	-1	0.0	nt	-53	7	nt	-5
Cc1ccc(-c2ccc(C3[C@@H]4CN(S(=O)(=O)c5ccc(C)cc5)C[C@H]3N4)cc2)cc1 (stereo not given in full)	0.4	-3	0.1	nt	8	-2	nt	74*
COc1ccc2[nH]c3c(c2c1)CCN1C(=O)N([C@@H](C)C(=O)NCc2ccc(C)cc2)C(=O)[C@]31C	nt	nt	nt	3	7	3	10	-7
COc1ccc(CNS(=O)(=O)c2ccc3c(c2)NC(=O)CS3)cc1	nt	-2	0.0	-3	-4	13	-2	-4
COc1ccc(Nc2ncnc3c2cnn3-c2ccccc2)cc1OC	-0.2	-6	0.0	-6	-47	-9	20	-1
CCCCCCSc1ccc([C@@H]2[C@H]3C(=O)N(C)C(=O)[C@H]3[C@]3(C(=O)OC)CCCCN23)cc1OC	0.5	31*	-0.2	-3	6	-4	-2	-106
CN1CCN(c2ccccc2NC(=O)COc2ccc(Cl)cc2)CC1	-0.3	1	0.3	4	-3	0	1	-4
O=C(CSc1ccccc1)N/N=C/c1ccccc1O	nt	-11	0.1	nt	3	-4	nt	-6
CO[C@@H]1CN(C)C(=O)c2cc(NS(=O)(=O)c3c(C)noc3C)ccc2OC[C@H](C)NC[C@@H]1C	-0.1	15	0.1	-8	2	16	1	-17
Cc1noc(C)c1NC(=O)NC(c1ccccc1)c1ccccc1	nt	0	0.0	nt	5	-1	nt	2
C=CCNC(=S)NCc1ccccc1	0.3	8	0.2	nt	3	-14	nt	-8
CC#CCOCC1CN(C)C(=O)O1 (stereo not given)	-0.1	-5	0.2	-8	5	-1	2	-11
CCOc1cc(NC(=S)NCC2CCCO2)c(OCC)cc1NC(=O)c1ccccc1F (stereo not given)	0.1	-13	0.4	nt	7	-2	nt	-14
Cc1ccc(-c2noc(-c3cccs3)n2)cc1	nt	nt	nt	8	-9	-2	-30	-9
CC1(C(=O)Nc2cccc(C#N)c2)CCN1C(=O)c1ccccc1CCc1ccccc1 (stereo not given)	-0.1	10	0.0	-5	5	-8	-7	-15
COc1ccc(Cc2nnc(CCc3ccccc3)s2)cc1	0.2	0	0.0	-14	-15	-1	-6	0
O=C(NC1CCCCC1)[C@@H]1[C@@H](CO)[C@@H]2Cn3c(cccc3=O)[C@@H]2N1CCc1ccccc1	-0.2	7	0.0	-4	2	-3	4	-11
O=C([C@@H]1[C@@H](CO)[C@@H]2Cn3c(ccc(-c4ccncc4)c3=O)[C@@H]2N1Cc1cocn1)N1CCCCC1	0.0	nt	0.2	6	3	9	-1	-13
OC[C@H]1[C@H](c2ccc(C#Cc3ccccc3F)cc2)[C@H]2CN(Cc3cncnc3)CCCCN21	-0.5	nt	-0.1	-3	-9	-3	0	0

Screens deposited in PubChem by Broad Institute.
